CCHFV vOTU inh: CCHFV vOTU protease inhibitors, primary screen, biochemical, Pep-AMC substrate, fluorescence; inhibition, % at 11.5 µM; 0.55% of 370,000 active; in the data active = inhibition above about 30%; also: 0% = vehicle wells with enzyme and 100% = no enzyme wells
BoNT-F LC inh: BoNT/F light chain protease inhibitors, primary screen, biochemical, flow cytometry, MLPCN library; Multiplex microsphere protease cleavage assay; inhibition, % at 10 µM; 0.22% of 360,000 active; AID 588497, 2011; in the data active = inhibition above about 35%, passing the limit was not always enough; inconclusive = no clear call, values can overlap the other calls; also: plate controls were buffer without enzyme for full effect and enzyme alone for no effect
Yp Topo-I inh: Yersinia pestis topoisomerase I inhibitors, primary screen, biochemical, cleavage product accumulation, plate reader, single point; DNA topoisomerase I (Yersinia pestis CO92); Y. pestis Topo-I cleavage product accumulation; 0.064% of 360,000 active; activity, % at 10 µM; in the data active = activity above about 50%, passing the limit was not always enough; inconclusive = no clear call, values can overlap the other calls; also: inactives centre near 2
PrPC surface inh: inhibitors of human cell surface prion protein PrPC, primary screen, cell-based, TR-FRET. Major prion protein (Homo sapiens), P04156. TR-FRET read-out. inhibition, % at 13.8 µM. 0.43% of 370,000 active; in the data active = inhibition above about 24%; also: 0% = median of the test wells and 100% = reference compound wells
Anthrax LF prot: Bacillus anthracis LF protease inhibitors, primary screen, biochemical, multiplex microsphere, MLPCN library | multiplex microsphere protease cleavage assay | inhibition, % at 10 µM | 0.12% of 360,000 active; also: plate controls were buffer without enzyme for full effect and enzyme alone for no effect
PfHsp40 rescue: rescue of yeast from PfHsp40 toxicity, primary screen, S. cerevisiae, ATP luminescence. S. cerevisiae expressing PfHsp40, growth rescue. growth rescue, % at 12.5 µM. 0.68% of 340,000 active; in the data active = growth rescue above about 28%, passing the limit was not always enough; inconclusive = no clear call, values can overlap the other calls;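 also: yeast W303a lacking pdr1 and pdr3 grown in galactose medium; growth measured after three days at 30 °C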
FadD28 binding: inhibitors of FadD28 bisubstrate probe binding, primary screen, biochemical, fluorescence polarization, single point; Mycobacterium tuberculosis FadD28 fatty-acid-AMP ligase; inhibition, % at 12.5 µM; 0.22% of 360,000 active; AID 588549, 2011; in the data active = inhibition above about 8.5%, passing the limit was not always enough; inconclusive = no clear call, values can overlap the other calls
TcdB GH inh: TcdB glycohydrolase inhibitors, primary screen, biochemical, single point, plate reader; 0.24% of 350,000 active; inhibition, % at 9.99 µM; TcdB glycohydrolase enzymatic assay; Toxin B (Clostridioides difficile), P18177; AID 652162, 2013; in the data active = inhibition above about 10%
Target sequence (P18177 whole entry, looked up): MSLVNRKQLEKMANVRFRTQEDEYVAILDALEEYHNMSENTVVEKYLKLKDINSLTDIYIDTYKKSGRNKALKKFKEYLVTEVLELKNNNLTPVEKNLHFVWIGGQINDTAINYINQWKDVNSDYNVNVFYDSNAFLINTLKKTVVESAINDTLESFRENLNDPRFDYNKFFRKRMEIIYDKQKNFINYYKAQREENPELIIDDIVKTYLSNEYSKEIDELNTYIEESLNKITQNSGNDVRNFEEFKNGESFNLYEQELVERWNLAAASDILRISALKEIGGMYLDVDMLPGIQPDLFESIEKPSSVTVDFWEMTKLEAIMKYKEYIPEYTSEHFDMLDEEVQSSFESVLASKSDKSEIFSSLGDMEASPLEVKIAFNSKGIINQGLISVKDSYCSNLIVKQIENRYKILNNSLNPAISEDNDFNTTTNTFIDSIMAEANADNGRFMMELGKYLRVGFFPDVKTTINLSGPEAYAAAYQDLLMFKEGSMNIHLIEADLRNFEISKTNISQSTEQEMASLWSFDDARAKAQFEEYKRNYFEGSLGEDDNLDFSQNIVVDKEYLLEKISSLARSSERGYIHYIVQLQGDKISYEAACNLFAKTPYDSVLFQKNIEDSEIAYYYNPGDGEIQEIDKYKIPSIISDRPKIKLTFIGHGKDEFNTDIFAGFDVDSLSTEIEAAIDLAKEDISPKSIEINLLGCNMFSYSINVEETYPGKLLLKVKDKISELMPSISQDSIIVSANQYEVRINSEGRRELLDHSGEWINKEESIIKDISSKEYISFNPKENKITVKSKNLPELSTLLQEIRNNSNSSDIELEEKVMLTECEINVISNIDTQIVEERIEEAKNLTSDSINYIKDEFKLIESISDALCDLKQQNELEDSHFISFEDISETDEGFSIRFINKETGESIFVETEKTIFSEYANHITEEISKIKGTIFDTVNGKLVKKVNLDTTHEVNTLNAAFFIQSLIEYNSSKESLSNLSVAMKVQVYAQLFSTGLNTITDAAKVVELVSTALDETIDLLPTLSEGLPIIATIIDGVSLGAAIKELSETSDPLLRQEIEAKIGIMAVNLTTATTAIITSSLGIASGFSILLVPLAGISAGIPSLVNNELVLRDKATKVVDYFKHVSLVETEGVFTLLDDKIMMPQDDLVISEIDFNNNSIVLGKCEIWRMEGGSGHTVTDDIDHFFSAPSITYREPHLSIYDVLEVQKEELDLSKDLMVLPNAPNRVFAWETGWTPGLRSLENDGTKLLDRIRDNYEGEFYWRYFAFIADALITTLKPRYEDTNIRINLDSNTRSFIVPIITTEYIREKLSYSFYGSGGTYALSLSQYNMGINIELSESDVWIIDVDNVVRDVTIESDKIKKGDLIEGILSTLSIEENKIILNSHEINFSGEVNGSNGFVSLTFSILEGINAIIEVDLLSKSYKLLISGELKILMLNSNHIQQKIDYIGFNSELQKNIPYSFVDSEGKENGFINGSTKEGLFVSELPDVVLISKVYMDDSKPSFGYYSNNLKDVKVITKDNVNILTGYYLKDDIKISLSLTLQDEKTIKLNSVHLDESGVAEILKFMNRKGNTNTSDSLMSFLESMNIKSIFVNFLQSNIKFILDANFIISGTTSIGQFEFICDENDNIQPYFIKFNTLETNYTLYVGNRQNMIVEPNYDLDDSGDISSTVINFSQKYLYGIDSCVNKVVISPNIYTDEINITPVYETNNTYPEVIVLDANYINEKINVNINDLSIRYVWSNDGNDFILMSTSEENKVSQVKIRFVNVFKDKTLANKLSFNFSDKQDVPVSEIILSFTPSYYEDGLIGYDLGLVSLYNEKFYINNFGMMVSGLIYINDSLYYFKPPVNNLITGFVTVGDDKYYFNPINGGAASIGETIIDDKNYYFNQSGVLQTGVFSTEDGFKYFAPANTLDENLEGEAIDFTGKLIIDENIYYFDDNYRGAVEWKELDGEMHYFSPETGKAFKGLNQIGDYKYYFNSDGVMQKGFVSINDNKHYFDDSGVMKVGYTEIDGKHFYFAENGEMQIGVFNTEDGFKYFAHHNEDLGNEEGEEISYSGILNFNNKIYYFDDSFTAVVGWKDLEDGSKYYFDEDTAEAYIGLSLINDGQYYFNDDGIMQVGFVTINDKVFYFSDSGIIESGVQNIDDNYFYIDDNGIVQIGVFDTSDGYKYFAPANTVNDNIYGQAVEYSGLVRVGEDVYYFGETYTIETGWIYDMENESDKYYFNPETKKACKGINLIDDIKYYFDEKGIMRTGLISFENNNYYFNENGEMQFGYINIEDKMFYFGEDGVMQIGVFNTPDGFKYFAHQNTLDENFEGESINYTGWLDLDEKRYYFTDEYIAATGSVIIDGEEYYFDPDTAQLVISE
BoNT A protease: BoNT/A light chain protease inhibitors, primary screen, biochemical, flow cytometry, MLPCN library; Botulinum neurotoxin type A light chain protease (Clostridium botulinum A str. ATCC 3502); multiplex microsphere protease substrate cleavage; inhibition, % at 10 µM; 0.17% of 360,000 active; AID 588499, 2011; also: plate controls were buffer without enzyme for full effect and enzyme alone for no effect
Starred values were filed as active, the others as inactive; ? = inconclusive; . = no result given; & = joins results of further samples. Rule as the data show it, unless noted: active = inhibition above about 30%; inconclusive = no clear call, values can overlap the other calls; inactive = below that.

Start of the listing, in advance (7 entries):
Abbreviations – A = CCHFV vOTU inh; B = BoNT-F LC inh; C = Yp Topo-I inh; D = PrPC surface inh; E = Anthrax LF prot; F = PfHsp40 rescue; G = FadD28 binding; H = TcdB GH inh; I = BoNT A protease
> COc1ccc(C)cc1NC(=O)CCS(=O)(=O)c1ccc2c(c1)oc(=O)n2C
  A: 15; B: -2; C: -1; D: 5; E: 2; F: -1.3; G: -4.1; H: -0.9; I: -1.8

> CCCCOC(=O)CCCN1C(=O)/C(=C2\SC(=S)N(CCCC(=O)OCCCC)C2=O)SC1=S
  A: 10; B: 21; C: 4; D: 1; E: 45*; F: .; G: -1.0; H: 0.6; I: 65*

> CCOC(=O)CSc1nnc(CNC(=O)c2cc(OC)c(OC)c(OC)c2)n1C
  A: .; B: -9; C: 3; D: .; E: -5; F: 0.6; G: -1.0; H: 1.3; I: -0.4

> Cc1ccsc1/C=N\NC(=O)c1cc(C(C)(C)C)[nH]n1
  A: 8; B: -4; C: 7; D: -1; E: -2; F: -0.1; G: -3.8; H: 3.2; I: -0.8

> COC(=O)c1ccc(NC(=O)CCN2C(=O)C3C4CCC(C4)C3C2=O)cc1 (configuration not stated)
  A: 15; B: -5; C: -1; D: 6; E: -3; F: -0.3; G: -3.4; H: 3.1; I: -3.6

> COc1ccc(OC2C(=O)N(Cc3ccc(F)cc3)C2c2cc(OC)c(OC)c(OC)c2)cc1 (configuration not stated)
  A: -5; B: 4; C: -3; D: -7; E: 1; F: 0.7; G: -2.9; H: .; I: 0.7

> COc1cccc(CC2(CO)CCCN(Cc3ccccc3Cl)C2)c1 (configuration not stated)
  A: 11; B: ?; C: 39; D: 2; E: -4; F: -0.9; G: -5.9; H: 2.6; I: 2.8

The listing, from the first entry:
Abbreviations – A = CCHFV vOTU inh; B = BoNT-F LC inh; C = Yp Topo-I inh; D = PrPC surface inh; E = Anthrax LF prot; F = PfHsp40 rescue; G = FadD28 binding; H = TcdB GH inh; I = BoNT A protease
> COc1ccc(C)cc1NC(=O)CCS(=O)(=O)c1ccc2c(c1)oc(=O)n2C
  A: 15; B: -2; C: -1; D: 5; E: 2; F: -1.3; G: -4.1; H: -0.9; I: -1.8

> CCCCOC(=O)CCCN1C(=O)/C(=C2\SC(=S)N(CCCC(=O)OCCCC)C2=O)SC1=S
  A: 10; B: 21; C: 4; D: 1; E: 45*; F: .; G: -1.0; H: 0.6; I: 65*

> CCOC(=O)CSc1nnc(CNC(=O)c2cc(OC)c(OC)c(OC)c2)n1C
  A: .; B: -9; C: 3; D: .; E: -5; F: 0.6; G: -1.0; H: 1.3; I: -0.4

> Cc1ccsc1/C=N\NC(=O)c1cc(C(C)(C)C)[nH]n1
  A: 8; B: -4; C: 7; D: -1; E: -2; F: -0.1; G: -3.8; H: 3.2; I: -0.8

> COC(=O)c1ccc(NC(=O)CCN2C(=O)C3C4CCC(C4)C3C2=O)cc1 (configuration not stated)
  A: 15; B: -5; C: -1; D: 6; E: -3; F: -0.3; G: -3.4; H: 3.1; I: -3.6

> COc1ccc(OC2C(=O)N(Cc3ccc(F)cc3)C2c2cc(OC)c(OC)c(OC)c2)cc1 (configuration not stated)
  A: -5; B: 4; C: -3; D: -7; E: 1; F: 0.7; G: -2.9; H: .; I: 0.7

> COc1cccc(CC2(CO)CCCN(Cc3ccccc3Cl)C2)c1 (configuration not stated)
  A: 11; B: ?; C: 39; D: 2; E: -4; F: -0.9; G: -5.9; H: 2.6; I: 2.8

> O=C(O)CCC(=O)N1CCc2cc(S(=O)(=O)N3CCC(Cc4ccccc4)CC3)ccc21
  A: 2; B: -4; C: 17; D: -1; E: -4; F: -0.9; G: -0.6; H: 0.0; I: -0.9

> Cc1cc(C(=O)COC(=O)CNC(=O)c2ccc(Cl)c(Cl)c2)c(C)n1Cc1ccco1
  A: 4; B: 2; C: 39; D: -1; E: -2; F: 2.9; G: -2.4; H: 0.2; I: -1.1

> CCOC(=O)c1ccc(N=Cc2c(O)n(-c3ccccc3F)c(=S)[nH]c2=O)cc1
  A: 9; B: 3; C: 2; D: 3; E: 0; F: -1.4; G: 0.2; H: 0.6; I: -0.2

> COC(=O)c1c(C)oc(C)c1S(=O)(=O)N(C)C1CCCCC1
  A: -4; B: -3; C: 2; D: 8; E: 1; F: .; G: -2.3; H: 3.5; I: -0.3

> CCCCc1ccc(NC(=O)C2CCCC2)cc1
  A: 3; B: ?; C: -7; D: 15; E: -5; F: 6.2; G: -0.1; H: 1.4; I: -5.8

> C/C(=N/NS(=O)(=O)c1ccc(C)cc1)c1c(O)c2ccccc2oc1=O
  A: 7; B: -2; C: 6; D: 8; E: 4; F: 0.3; G: -2.5; H: -1.1; I: -0.4

> CC(C)(C)NC(=O)c1ccc2c(c1)C(=O)N(Cc1ccco1)C2=O
  A: -6; B: 4; C: 1; D: -1; E: -6; F: 1.7; G: -0.7; H: 0.8; I: 2.6

> COc1nc(OC)nc(Oc2ccc(Cl)cc2[N+](=O)[O-])n1
  A: -2; B: -1; C: 4; D: -10; E: 0; F: -1.5; G: -4.5; H: 0.0; I: -0.4

> CC(C)c1ccc(N(CC(=O)NC2CCCCC2)C(=O)CCC(=O)Nc2ccccn2)cc1
  A: -8; B: -8; C: -7; D: -3; E: 0; F: 0.5; G: -1.1; H: 1.2; I: -3.4

> CC1CC(C)(C)NC(=S)N1CCC(=O)NCCc1ccc(Cl)cc1 (configuration not stated)
  A: 9; B: 2; C: 12; D: 6; E: -1; F: 0.0; G: -2.3; H: -0.7; I: -0.4

> C=CCN1C(=O)c2ccccc2Sc2ccc(C(=O)N3CCN(C)CC3)cc21
  A: 1; B: 0; C: 6; D: 0; E: -9; F: 0.8; G: -1.3; H: .; I: -0.6

> CCn1c(=O)cc(OCC(=O)Nc2cc(C)ccn2)c2ccccc21
  A: -5; B: 1; C: 9; D: 12; E: -1; F: -1.6; G: -3.9; H: .; I: -0.5

> CCOc1ccccc1CNCc1ccc(C(=O)O)cc1
  A: -5; B: -5; C: 6; D: 0; E: -6; F: 0.6; G: -1.3; H: 0.2; I: -1.2

> Nc1nc(Sc2ccc(C(F)(F)F)cn2)n[nH]1
  A: 2; B: -1; C: -8; D: -5; E: -2; F: -1.3; G: -0.3; H: -0.1; I: 0.4

> COc1ccc(CN(CCC(c2ccc(F)cc2)C2CCOC(C)(C)C2)C(=O)c2ccco2)cc1 (configuration not stated)
  A: 23; B: -3; C: 13; D: 11; E: -2; F: -0.5&0.1; G: -2.6; H: -0.1; I: -0.2

> CC(=O)/C(=N\Nc1ccccc1)Sc1nnc(-c2ccccc2)n1-c1ccccc1
  A: -2; B: -1; C: -2; D: -5; E: -2; F: -0.9; G: -2.0; H: .; I: -0.4

> Oc1ccc2ccccc2c1CNc1ccc(Br)cn1
  A: -2; B: -2; C: 4; D: 1; E: -7; F: 6.2; G: -3.5; H: 3.2; I: -0.8

> O=C1CN(C(=O)c2cc3ccccc3oc2=O)C(c2ccccc2)c2cc(F)ccc2N1 (configuration not stated)
  A: 0; B: -6; C: -3; D: -4; E: -4; F: 2.2; G: -3.4; H: 1.4; I: -1.0

(more compounds)
Abbreviations – A = CCHFV vOTU inh; B = BoNT-F LC inh; C = Yp Topo-I inh; D = PrPC surface inh; E = Anthrax LF prot; F = PfHsp40 rescue; G = FadD28 binding; H = TcdB GH inh; I = BoNT A protease
> CC1CCN(C(=O)CSCC(=O)Nc2nc(-c3cccs3)cs2)CC1
  A: 6; B: -11; C: 4; D: -8; E: -4; F: -1.4; G: -3.6; H: -0.6; I: -1.2

> CC(Sc1nnnn1C)C(=O)Nc1ccccc1 (configuration not stated)
  A: -7; B: 5; C: -6; D: 6; E: -1; F: 0.1; G: -1.0; H: 0.4; I: 0.6

> CCOc1ccc(NC(=O)N2CCN(S(C)(=O)=O)CC2)cc1
  A: -8; B: -5; C: 3; D: -6; E: -9; F: -1.8; G: -0.6; H: 0.5; I: -0.8

> CCCN(CCO)Cc1ccc(Cl)c(Cl)c1
  A: -9; B: 4; C: 4; D: 2; E: -2; F: 1.5; G: -0.3; H: .; I: -0.5

> COc1cc(CN2C(=O)C(C)ON=C2c2cccs2)cc(OC)c1 (configuration not stated)
  A: -2; B: -1; C: 4; D: -6; E: 4; F: .; G: -10; H: 1.3; I: 0.1

> CC1(C)CC(=O)c2c(O)cc(OCc3ccc([N+](=O)[O-])cc3)cc2O1
  A: -8; B: -3; C: -9; D: -2; E: -2; F: -1.2; G: -3.1; H: .; I: ?

> Cc1ccc(S(=O)(=O)N2CCOCC2)cc1NC(=O)COC(=O)C1(C)CC1(Cl)Cl (configuration not stated)
  A: 4; B: 22; C: 6; D: 11; E: -3; F: -1.6; G: -0.5; H: -2.7; I: 3.3

> CSC1=NSC2=NC(=O)/C(=C/c3coc4ccccc4c3=O)C(=N)N12
  A: 5; B: -5; C: -6; D: 5; E: 1; F: 2.7; G: 2.8; H: 2.1; I: 2.5

> CCC(C)(C)NC(=O)C(c1ccco1)N(C(=O)CNC(=O)c1cccs1)c1cccnc1 (configuration not stated)
  A: -5; B: 16; C: 1; D: 2; E: -8; F: -0.2; G: 3.1; H: .; I: 1.2

> CCOC(=O)c1cc(S(=O)(=O)NC2CCC(C)CC2)cn1C (configuration not stated)
  A: -3; B: 1; C: 9; D: 0; E: 1; F: 0.8; G: -4.5; H: 1.9; I: -0.5

> COc1ccc(OC)c(NC(=O)CN(c2ccc(C)cc2)S(=O)(=O)c2c(C)n[nH]c2C)c1
  A: 7; B: 2; C: 23; D: 9; E: -1; F: 0.2; G: -1.9; H: 1.3; I: 1.1

> Cc1ccccc1C(=O)NCC(=O)NNC(=O)CCN1CCN(c2ccccc2)CC1
  A: 4; B: 11; C: 1; D: 2; E: -1; F: -1.6; G: -0.9; H: 0.7; I: 2.3

> COc1ccccc1N1CCN(C(=O)CSc2nnc(NC(=O)C(C)C)s2)CC1
  A: 7; B: -5; C: 6; D: -1; E: -3; F: 1.1; G: -0.7; H: 0.3; I: 0.3

> Cc1nn(CC(=O)NNC(=S)NCC2CCCO2)c(C)c1Br (configuration not stated)
  A: 3; B: -2; C: -8; D: -5; E: -2; F: 1.4; G: -3.7; H: 3.1; I: 0.1

> Cc1ccc(O)c(NC(=O)CSc2n[nH]c(-c3ccccc3)n2)c1
  A: 5; B: -1; C: -7; D: 2; E: -2; F: -1.6; G: -5.4; H: 1.4; I: 1.5

> Cc1noc(C)c1COC(=O)c1cnc(Cl)c(Cl)c1
  A: 7; B: -3; C: 8; D: -4; E: 0; F: 0.3; G: 1.2; H: 0.2; I: -1.1

> CC(C)c1nc2n[nH]c(N)c2c2c1CCCC2
  A: 8; B: 1; C: 1; D: -3; E: -3; F: 8.9; G: -0.8; H: .; I: 0.1

> O=C(N1CCOCC1)N1CCN(S(=O)(=O)N2CCOCC2)CC1
  A: 5; B: 11; C: -2; D: -9; E: -2; F: 0.5; G: -3.0; H: .; I: 0.4

> CCN1CCc2nc(N)sc2C1
  A: -9; B: -3; C: 10; D: -6; E: -3; F: -1.6; G: 0.7; H: 0.4; I: 0.3

> O=C(COC(=O)c1cccnc1Cl)Nc1ccccc1OC(F)F
  A: -6; B: -10; C: -9; D: 1; E: -3; F: -0.9; G: -2.5; H: 0.6; I: -1.6

> O=c1cc(CSc2ccc(Cl)cc2)nc(-c2ccccc2)[nH]1
  A: 5; B: -4; C: 0; D: 7; E: -2; F: -0.5; G: -2.7; H: -0.5; I: 0.6

> O=S(=O)(Nc1ccc(S(=O)(=O)N2CCCCCC2)cc1)c1cccs1
  A: 0; B: 6; C: 13; D: 4; E: -2; F: 0.4; G: -0.1; H: -0.1; I: 0.2

> O=C(Nc1cccc(-c2ccc(N3CCOCC3)nn2)c1)c1cccc(Cl)c1
  A: -3; B: 2; C: 0; D: 7; E: 2; F: .; G: -1.6; H: 1.1; I: -0.6

Compounds as they come; any-hit rate near 2.3%.
